Source: PubChem
Autophagy HCS = modulators of autophagy. MEF GFP-LC3 puncta imaging; test concentration mostly 10 µM. calls only at 10 µM (by protocol). 0.98% of 190,000 active. AID 463193;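 active = percentage of spot-positive cells more than 3 SD above its plate mean, without a fluorescence outlier flag or 80% toxicity; inconclusive = no clear call, values can overlap the other calls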;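 note: spot-positive cell cutoff set from DMSO-treated cells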
MT stabilize HCS = microtubule stabilizers in HeLa cells; HeLa tubulin immunostaining HCS, 24 h; share of cells brighter than vehicle mean+2SD; % tubulin-high responders, % at 10 µM; AID 2205; 0.83% of 200,000 active;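 active = plate Z-score above 3 for both tubulin-high and condensed-nucleus cell shares, with cell loss under 80%, at 10 µM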;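 note: anti alpha tubulin signal scored within the nucleus-defined area of each cell; some results filed as inactive read as strong as hits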
CSM14.1 death rescue = protection against thapsigargin-triggered cell killing – 384-well, CSM14.1, ATP luminescence, primary screen (AID 1222); CSM14.1 thapsigargin-induced death rescue, ATP luminescence; higher % means a stronger effect; 190,000 tested, under 10 active; cellular ATP content (survival), % at 20 µM; hits with a dose series show EC50 in µM;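 active = EC50 below 50 µM in the dose-response confirmation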;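 note: death triggered by thapsigargin at about 15 µM added after 2 h compound pretreatment; cell ATP read after overnight thapsigargin exposure of roughly 18 to 22 hours; normalized against plate controls of thapsigargin alone and 5% DMSO vehicle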
Ins promoter up = MIN6 insulin promoter up-regulation. MIN6 insulin promoter-GFP reporter, high-content imaging; hits give high values. z-score at 5 µM. 0.3% of 190,000 active;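 active = z-score above 3 at 5 µM with at least 500 cells counted in the well; inconclusive = wells under 500 cells, flagged as cytotoxic or low count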
Dynein transport = blocks dynein driven cargo transport along microtubules; 3617.4 mouse cells, GR-EGFP nuclear translocation imaging; test concentration mostly 20 µM; stimulated with dexamethasone, 1 µM; hits give low values; z-score, hits read low; 0.47% of 220,000 active; AID 1381;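 active = plate z-score of nuclear minus cytoplasmic receptor signal below a set negative limit, without overly bright fluorescence or cell loss, cut at about -3.5 in these data, passing the limit was not always enough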;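 note: z-score of nuclear minus cytoplasmic ring GR-EGFP intensity difference per well; some compounds called inactive have numbers as strong as hits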
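Buffer or medium – tet-free medium with charcoal-stripped serum · Signal – automated 10x imaging of fixed Hoechst-stained cells · Also added – dexamethasone agonist, 1.0 µM final, for 30 min · Incubation – induction 48 h, compound 1 h, agonist 30 min · Read-out – GR-EGFP nuclear translocation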
Hep lipid drop = hepatic lipid droplet formation modulation; AML12 mouse hepatocytes, oleate lipid droplets, BODIPY imaging; inhibition, % at 6.5 µM; 0.4% of 240,000 active; AID 1656;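 active = lipid droplet intensity inhibited by at least 50%, with more than 500 cells counted; inconclusive = wells with under 300 cells, treated as cytotoxic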
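Test system: AML12 hepatocytes (mouse); reagent: oleate loading, 100 µM; dosing: one dose, 6.5 µM compound; incubation: overnight exposure; signal: fluorescence imaging, 20x objective, two fields per well; read-out basis: % inhibition of corrected integrated BODIPY droplet signal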
T cell HTS = T cell immune modulation candidate | 2C CD8+ T cell-vesicle binding, flow cytometry; hits give low values | calls only at 7 µM | 0.068% of 330,000 active;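 active = response, share of CD8 T cells binding vesicles, and their 90th percentile fluorescence all below set limits, cut at about 80% in these data, passing the limit was not always enough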
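Material: 2C TCR transgenic mouse naive CD8+ T cells, MACS-purified. Also added: QL9-charged Drosophila Ld/ICAM-1/B7-1 vesicles. Timing: binding 1.5 h at 37 °C. Measured by: high-throughput flow cytometry with anti-B7-1 and anti-CD8 staining. Read-out: percent CD8+ FL2 mean versus row control. Controls: Unloaded micro-vesicles (low), QL9 vesicles with 0.7% DMSO (high).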
bCat nuc transl = alters nuclear translocation of beta-catenin in HeLa cells. immunofluorescence imaging. nuclear translocation activity, % at 5 µM. 0.3% of 190,000 active. AID 1665;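 active = nuclear translocation activity above 50% at 5 µM, with a well cell count of 50 or more; inconclusive = wells under 50 cells across six images, flagged as toxic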;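 note: per-cell ratio of nuclear to cytoplasmic median beta-catenin stain intensity; plate controls were DMSO negative control for no effect and GSK-3 inhibitor IX positive control for full effect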
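Test system: human HeLa cells, native beta-catenin. Compound dosing: 5 µM primary single dose, 0.1% DMSO, 0.02–20 µM confirmation series. Incubation: compound exposure 24 h at 37°C. Detection: beta-catenin immunostaining with DAPI counterstain, 20x imaging, 6 fields/well. Read-out basis: Nuclear/cytoplasmic beta-catenin signal ratio, % activation.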
PhoP inhibition = inhibitors of PhoP regulon expression, primary screen, Salmonella Typhimurium, GFP reporter (AID 1863) | S. Typhimurium PhoP-regulated promoter GFP reporter, 4 h; higher % means a stronger effect | inhibition, % at 50 µM; hits with a dose series show IC50 in µM | 0.16% of 300,000 active;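 active = inhibition over 29.93%, a cutoff 3 SD above the screen mean, later confirmed by dose response; inconclusive = inhibition over 29.93% but no dose response follow-up; inactive = inhibition at most 29.93% or unconfirmed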;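 note: 0% = low Mg2+ inducing control and 100% = high Mg2+ repressing control; strong numbers were not always called active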
Dynein transport cytoplasmic EGFP = further read-out of Dynein transport, marked with its call; z-score; measured here: cytoplasmic GR-EGFP intensity; hits give high values
Dynein transport nuclear GR-EGFP = second read-out of Dynein transport, no call of its own (marks repeat the call); z-score; measured here: nuclear GR-EGFP intensity;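 lower value marks the stronger effect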
Dynein transport cell count = also measured in Dynein transport; calls as there; z-score; measured here: cell count per field
Ins promoter up cell count = second read-out of Ins promoter up, no call of its own (marks repeat the call); cell count; measured here: cytotoxicity, nuclei count;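 total cells summed across four imaged fields per well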
Hep lipid drop cells 6.5 µM = further read-out of Hep lipid drop, marked with its call; cell count; measured here: cell count, cytotoxicity flag;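 cells counted across two imaged fields per well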
bCat nuc transl cell count 5 µM = recorded beside bCat nuc transl, whose call it bears; cell count; measured here: cell count, cytotoxicity flag
T cell HTS vesicle-bound % = recorded beside T cell HTS, whose call it bears; double positive events, %; measured here: CD8+ vesicle-bound cell fraction;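 binding gate set so that unloaded-vesicle control wells show 10% double positive cells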
MT stabilize HCS Hoechst-high % = further read-out of MT stabilize HCS, marked with its call; % Hoechst-high responders; measured here: nuclear condensation Hoechst responders;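 share of cells brighter than vehicle mean plus two SD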
MT stabilize HCS cytotoxicity % = further read-out of MT stabilize HCS, marked with its call; toxicity, %; measured here: cytotoxicity by cell density;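 0% = mean cell density of plate MIN control wells and 100% = no cells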
Autophagy HCS cell loss 18 h = also measured in Autophagy HCS; calls as there; toxicity, %; measured here: cell loss, nuclei count;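 cell loss after 18 h compound exposure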
* = called active by the depositor; i = inactive; u = inconclusive; x = no result given.

SMILES	Autophagy HCS	Autophagy HCS cell loss 18 h	MT stabilize HCS	MT stabilize HCS Hoechst-high %	MT stabilize HCS cytotoxicity %	CSM14.1 death rescue	Ins promoter up	Ins promoter up cell count	Dynein transport	Dynein transport cytoplasmic EGFP	Dynein transport nuclear GR-EGFP	Dynein transport cell count	Hep lipid drop	Hep lipid drop cells 6.5 µM	T cell HTS	T cell HTS vesicle-bound %	bCat nuc transl	bCat nuc transl cell count 5 µM	PhoP inhibition
CC(=O)c1cc(CN2CCN(C(C)C)C(CCO)C2)cs1 (stereo unspecified)	i	7	3.6	2.6	4.4	-0.5%	-0.47	1399	0.012	-0.33	-0.2	0.46	11	708	i	7	-1.2	1012	-2%
CC(C)(C)C1C/C(=C/c2ccccn2)C(=O)/C(=C/c2ccccn2)C1 (stereo unspecified)	i	85	52	5.5	41	0.1%	u	x	-4.9*	3.8*	-1.8*	-0.75*	-87	682	i	33	x	x	2%
O=C(Nc1ccc2c(c1)OCO2)c1ccc(NC2CC2)c([N+](=O)[O-])c1	i	26	28*	27*	60*	0.9%	-1	1383	-0.8	-0.26	-0.31	0.56	-13	688	i	49	7.5	973	4%
Cn1c(Cc2cccs2)nnc1SCC(=O)N1CCCc2ccccc21	i	-2	4.1	2.2	6.1	-1.5%	x	x	1	-0.19	0.35	0.5	-29	802	i	52	-3.3	1166	-3%
CCC(=O)Nc1sc2c(c1C#N)CC(C)(CC)OC2 (stereo unspecified)	i	-1	2.4	1.4	3.4	-0.5%	-0.37	1623	0.17	-0.22	-0.55	0.5	x	x	i	35	-2.5	1398	-3%
CC(=O)N1CCN(c2nc(-c3ccco3)c3c(c2C#N)CC(C)(C)SC3)CC1	i	-17	2.8	1.9	8.4	-0.7%	0.58	1435	2.8	-0.14	1.6	-0.011	x	x	i	21	-0.1	955	-14%
CCOC(=O)c1cc2sccc2n1CCCN1C(=O)c2ccccc2C1=O	i	-1	1.9	1.8	3.2	-0.4%	x	x	3.9	-0.021	2.3	-2.6	x	x	i	31	x	x	6%
CN(N)c1nc(-c2ccccc2)nnc1C(F)(F)F	i	9	2.5	1.2	6.4	-1.9%	-1	1635	0.48	-0.21	-0.054	0.45	x	x	i	34	3.1	1438	8%
O=C(NCCCN1CCCC1=O)c1cccc(Oc2ccccc2)c1	i	9	5.1	2.0	4.3	2.3%	-0.01	1648	0.078	-0.32	0.54	-0.45	10	677	i	55	-6.1	1113	7%
O=C(Oc1cccc([N+](=O)[O-])c1)N1CCCCC1	i	11	2.4	1.7	10	-1.6%	-0.66	1578	0.38	-0.22	0.43	-0.22	0	700	i	56	-2.0	1125	-1%
COc1ccc(CNC(=O)CN(CCC(C)C)S(=O)(=O)c2ccc3c(c2)OCCO3)cc1	i	-10	1.3	4.5	15	-3.8%	x	x	0.72	-0.24	0.25	-0.17	26	584	i	54	0.4	939	15%
O=C(O)CN1C(=O)NC2NC(=O)NC21 (stereo unspecified)	i	-14	1.5	1.2	3.5	-0.6%	-0.6	873	-0.82	-0.2	0.038	0.47	9	785	i	42	x	x	3%
Cc1ccc(Cl)cc1NC(=O)C(NS(=O)(=O)c1cccs1)c1ccccc1 (stereo unspecified)	i	8	4.4	3.6	4.8	-1.7%	-0.19	1240	0.14	-0.29	-0.074	-0.29	17	649	i	35	-1.1	524	-16%
C/C(=N\NC(=O)c1ccc(CSc2nncn2C)cc1)c1cccs1	i	0	2.8	3.7	7.8	-1.9%	0.55	1144	-0.11	-0.36	0.22	0.55	0	697	i	66	-5.1	1052	-4%
CCOC(=O)c1c(C)[nH]c(C2=NNC(=Nc3ccccc3)SC2)c1C	i	9	4.9	2.1	3.5	-0.9%	-0.59	1434	0.3	-0.26	0.31	0.48	-25	668	x	x	-1.4	1084	25%
Cc1ccc(C(=O)N/N=C/c2ccc(-c3cccc(C(F)(F)F)c3)o2)cn1	x	x	x	x	x	x	-0.06	828	-0.83	-0.23	0.21	0.19	-36	546	i	54	12	1063	-8%
Cc1ccc(CN2CC(C(=O)Nc3cccc(S(=O)(=O)N4CCCCC4)c3)CC2=O)cc1 (stereo unspecified)	i	-6	0.9	2.5	8.9	1.4%	-0.18	1314	-0.41	-0.3	-0.32	0.67	-11	557	i	38	-4.1	562	-3%
COc1cc2cc(Oc3ccc4ccc(=O)oc4c3)c(=O)oc2cc1OC(=O)C=C(C)C	x	x	x	x	x	x	1.1	838	0.99	-0.77	0.46	0.075	12	631	i	37	-1.7	1377	-2%
COc1cc([N+](=O)[O-])ccc1NC(=O)CSc1nc2ccccc2n1-c1ccccc1	i	9	1.9	2.2	7.1	-3.3%	-0.48	1049	0.52	-0.28	-0.021	-0.12	-27	610	i	42	1.5	895	1%
COc1ccc(C2=NN(C(=O)CSc3nnc(-c4ccccc4F)o3)C(c3ccco3)C2)cc1 (stereo unspecified)	i	11	5.8	1.6	3.2	-1.6%	-0.86	1297	-0.42	-0.3	-0.26	1.3	-3	604	i	36	-0.8	1018	7%

Only Ins promoter up, Autophagy HCS cell loss 18 h and Hep lipid drop cells 6.5 µM, for 2 of the compounds above:
| SMILES | Ins promoter up | Autophagy HCS cell loss 18 h | Hep lipid drop cells 6.5 µM |
| --- | --- | --- | --- |
| CN(N)c1nc(-c2ccccc2)nnc1C(F)(F)F | -1 | 9 | x |
| COc1cc([N+](=O)[O-])ccc1NC(=O)CSc1nc2ccccc2n1-c1ccccc1 | -0.48 | 9 | 610 |

Additional structures
SMILES	Autophagy HCS	Autophagy HCS cell loss 18 h	MT stabilize HCS	MT stabilize HCS Hoechst-high %	MT stabilize HCS cytotoxicity %	CSM14.1 death rescue	Ins promoter up	Ins promoter up cell count	Dynein transport	Dynein transport cytoplasmic EGFP	Dynein transport nuclear GR-EGFP	Dynein transport cell count	Hep lipid drop	Hep lipid drop cells 6.5 µM	T cell HTS	T cell HTS vesicle-bound %	bCat nuc transl	bCat nuc transl cell count 5 µM	PhoP inhibition
CC1=CC(C)(C)n2c(O)c(N=NC(N)=S)c3c(C)c(C)cc1c32	x	x	x	x	x	x	-0.04	815	0.9	-0.26	1.3	-1.1	8	710	i	28	-0.3	1326	8%
COc1ccnc(CSC(N)=Nc2ccccc2OC)c1	i	-6	2.7	1.7	7.3	-1.6%	x	x	-0.46	-0.15	0.13	-0.14	-25	737	i	53	-4.7	485	1%
OCC1(CCc2ccccc2)CCN(Cc2cc(Cl)ccc2O)CC1	i	4	2.7	0.8	6.0	-2.2%	-0.69	1288	-0.038	-0.31	-0.59	0.55	9	591	i	35	0.5	1033	13%
CCN(c1ccccc1)c1cc(C)nc2ncnn12	i	-6	4.6	1.9	13	-1.8%	-0.49	1060	0.19	-0.18	0.44	0.69	7	765	i	54	-2.6	1096	3%
O=C(CN1CCOCC1)NN=C1CCCCCCCCCCC1	i	-3	3.2	2.1	4.5	-0.2%	-0.52	1356	-0.093	-0.29	-0.51	0.19	11	666	i	44	-3.6	535	5%
CCn1c(SC)nc(O)c(C(c2ccc(OC)c(O)c2)c2c(O)nc(SC)n(CC)c2=O)c1=O	i	-6	3.2	1.1	5.0	4.1%	-0.12	1028	-0.44	-0.063	-0.026	1.3	-4	789	i	53	-5.7	1133	-13%
CCCCn1c(NCc2ccccc2O)nc2ccccc21	x	x	2.1	1.9	8.3	x	-2	2027	0.52	-0.08	0.66	-0.71	6	625	i	27	-1.7	1218	2%
COc1c(C)cccc1C(=O)Nc1ccc(CN2CCOCC2)cc1	i	-10	3.0	1.6	7.3	-3.3%	-0.33	1648	-0.5	-0.26	-0.39	-0.23	-5	612	i	21	-1.6	1081	-1%
C=CCOC(=O)C(C#N)c1nc2ccccc2nc1N1CCN(c2ccccc2OC)CC1 (stereo unspecified)	i	-4	2.6	1.0	4.8	0.9%	-1.8	1318	-1.3	-0.15	-0.4	1.1	24	752	i	36	0.1	1153	-8%
COc1ccccc1Nc1nc(-c2sc(NC(=O)c3ccco3)nc2C)cs1	i	3	27	17	30	0.0%	-2.1	1139	0.15	-0.22	0.36	1.1	x	x	i	54	50	368	10%
COc1ncccc1-c1nnn(-c2ccc(F)cc2)n1	i	6	2.4	1.3	4.3	-2.6%	0.95	1443	-1.1	-0.34	-0.43	0.8	21	709	i	48	-0.6	1169	3%
Cc1ccc(C2=NNC(=O)C(c3c[nH]c4ccccc34)C2)cc1 (stereo unspecified)	i	-6	3.0	1.0	8.0	-1.5%	1.2	1147	0.63	-0.21	-0.059	0.59	2	675	i	33	-2.3	992	4%
O=C(CSc1nc2ccccc2c(=O)n1-c1ccc(F)cc1F)c1c[nH]c2ccccc12	i	-1	3.1	4.9	1.0	-4.5%	x	x	-0.7	-0.28	-0.69	1	4	542	i	47	0.1	918	1%

Random draw from the library, and some 3% of all compounds hit somewhere here.
